# Compound activity as filed in PubChem.
# m5-HT2A agonist = agonists of mouse serotonin 5-HT2A receptor (HTR2A) | P35363 | CHO-K1 mHTR2A beta-arrestin complementation, luminescence; percent of 30 µM serotonin response | activation, % at 7.6 µM | actives 0.66% (n = 360,000);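 active = activation above a run cutoff, the mean activation of all tested compounds plus 3 SD, cut at about 14% in these data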;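 note: 0% = plate median of compound wells and 100% = 30 µM serotonin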
# ABCB6 inh 2 = blocks the human ABCB6 transporter; fluorescence ratio to DMSO, % at 10 µM; K562-ABCB6 porphyrin accumulation, flow cytometry, 1 h; stronger effect = lower value; Q9NP58; AID 602162; actives 0.19% (n = 360,000);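 active = fluorescence ratio to DMSO below 75%, the collection mean minus 3 SD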;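 note: signal is porphyrin accumulated inside mitochondria; 100% equals median channel fluorescence of DMSO control wells; lower ratio means ABCB6 inhibition with less porphyrin fluorescence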
# NOD2-RIPK2 inh = inhibitors of human NOD2-RIPK2 interaction | CHO BLA complementation NOD2-RIPK2, CCF4 ratio | inhibition, % at 4.98 µM | actives 0.38% (n = 360,000); in the data active = inhibition above about 21%;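 note: 0% = vehicle only and 100% = reference blocker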
# Target sequence (O43353 whole entry, looked up): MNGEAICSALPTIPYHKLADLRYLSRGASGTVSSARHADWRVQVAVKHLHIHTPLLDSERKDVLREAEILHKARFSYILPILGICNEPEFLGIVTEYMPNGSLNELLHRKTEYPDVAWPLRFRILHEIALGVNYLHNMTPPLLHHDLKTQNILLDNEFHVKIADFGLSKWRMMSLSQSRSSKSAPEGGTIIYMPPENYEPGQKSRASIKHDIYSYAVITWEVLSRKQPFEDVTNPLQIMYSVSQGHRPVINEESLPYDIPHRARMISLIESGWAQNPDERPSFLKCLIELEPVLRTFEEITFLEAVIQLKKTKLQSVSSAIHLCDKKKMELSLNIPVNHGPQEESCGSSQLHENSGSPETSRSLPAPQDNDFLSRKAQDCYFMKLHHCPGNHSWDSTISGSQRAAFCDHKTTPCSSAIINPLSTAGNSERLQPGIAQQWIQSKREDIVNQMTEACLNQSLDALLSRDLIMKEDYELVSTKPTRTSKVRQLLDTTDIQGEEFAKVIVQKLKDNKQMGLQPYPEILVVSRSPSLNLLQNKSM
# ABHD5-PLIN5 inh = inhibitors of human ABHD5-perilipin-5 interaction | Q00G26+Q8WTS1 | Split G. princeps luciferase complementation, luminescence, 4 h | inhibition, % at 4 µM | actives 0.78% (n = 360,000);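 active = inhibition above the mean inhibition across every tested compound plus 3 SD, cut at about 22% in these data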;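 note: 0% = DMSO only wells and the 100% control is not disclosed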
# H9c2 protect = protects H9c2 cardiomyocytes from peroxide injury; actives 0.63% (n = 360,000); H2O2 injury protection, ATPLite, 2 h; protection from H2O2 cell death, % at 20 µM; AID 588492;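 active = compounds giving at least 50% protection of heart cells from peroxide-induced death in the single-dose screen, raw or plate-pattern-corrected value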;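 note: 0% = DMSO wells with peroxide and 100% = DMSO wells without peroxide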
# MC4R ag barr = agonists of human melanocortin 4 receptor (MC4R) beta-arrestin; AID 540308; U2OS MC4R beta-arrestin complementation, luminescence; percent of melanotan II response, DMSO zero; actives 0.98% (n = 360,000); activation, % at 8.9 µM;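 active = activation above a per-plate cutoff, the mean activation of sample wells on that plate plus 3 SD, cut at about 8% in these data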
# Target sequence (P32245 whole entry, looked up): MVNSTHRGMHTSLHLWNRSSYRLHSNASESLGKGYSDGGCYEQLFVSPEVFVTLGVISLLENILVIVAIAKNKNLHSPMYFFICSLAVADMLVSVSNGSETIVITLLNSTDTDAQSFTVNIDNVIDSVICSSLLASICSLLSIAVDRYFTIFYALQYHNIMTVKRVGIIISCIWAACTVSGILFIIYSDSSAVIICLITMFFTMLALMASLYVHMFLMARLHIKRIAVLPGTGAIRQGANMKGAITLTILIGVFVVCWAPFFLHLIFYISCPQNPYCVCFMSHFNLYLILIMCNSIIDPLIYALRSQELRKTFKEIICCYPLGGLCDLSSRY
# NCOA2 inhibitor = inhibits human steroid receptor coactivator 2; Q15596; HEK293 GAL4-SRC2 luciferase reporter, luminescence; inhibition, % at 9 µM; actives 0.17% (n = 370,000); AID 651957;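 active = inhibition above the mean inhibition of all tested compounds plus 3 SD, set per campaign, cut at about 52% in these data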;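 note: 0% = DMSO treated cells and 100% = cells given Gossypol at 36 µM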
# Glyco luc inh = N-linked glycosylation inhibition; actives 0.23% (n = 360,000); AID 588692; reporter increase, % at 12.5 µM; D54 ERlucT glycosylation luciferase reporter, 24 h; percent of 100 nM tunicamycin response;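 active = mean luciferase reporter signal, scaled so untreated is 0 and the glycosylation-blocking control 100, at or above a set limit in every replicate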;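 note: luciferase carries N-glycosylation sites so blocking glycosylation raises the light; 0% = median of neutral control wells and 100% = median of 100 nM tunicamycin wells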
# MC4R antag cAMP = antagonists of human melanocortin 4 receptor (MC4R); P32245; MC4R-expressing cells, MTII-stimulated cAMP, LANCE TR-FRET; inhibition, % at 6.5 µM; actives 0.48% (n = 360,000);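 active = inhibition above its plate's cutoff, the mean of tested wells on that plate plus 3 SD, cut at about 29% in these data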;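 note: 0% = Melanotan II alone and 100% = Melanotan II plus saturating MCL0020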
#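 System: U2OS cells stably expressing human melanocortin 4 receptor (MC4R). Reagent: Melanotan II challenge after compound preincubation. Doses: 6.5 µM. Times: 30-min compound, 1-h challenge, 1-h detection, room temperature. Measured by: TR-FRET with Eu-cAMP and labeled anti-cAMP, 671 nm. Replicates: singlicate.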
# TLR9-MyD88 inh = inhibitors of human TLR9-MyD88 binding. CHO BLA complementation TLR9-MyD88, CCF4 FRET ratio. actives 0.21% (n = 340,000). inhibition, % at 4.98 µM;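 active = inhibition above the mean over all tested compounds plus 3 SD, cut at about 21% in these data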;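 note: 0% = DMSO only wells and 100% = clavulanate BLA inhibitor control wells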
# Starred values were filed as active, the others as inactive; nt = not tested or not shown.
compound	m5-HT2A agonist	ABCB6 inh 2	NOD2-RIPK2 inh	ABHD5-PLIN5 inh	H9c2 protect	MC4R ag barr	NCOA2 inhibitor	Glyco luc inh	MC4R antag cAMP	TLR9-MyD88 inh
O=C1c2ccsc2SCCN1Cc1cccc(F)c1	0	94	-5	0	-5	-0.2	-34	-1	13	2
CCN1CCN(c2ccc(S(=O)(=O)N3CCOCC3)cc2NC(=O)CCC(C)C)CC1	8	98	-6	-7	0	-1.3	-35	0	4	5
COc1cccc(-c2ncc3ccccc3c2COC(=O)N(C)C)c1	-7	96	-7	-2	6	0.0	-10	-2	2	2
C=CCN1C(=O)CSc2ccc(C(=O)N3CCC(C)CC3)cc21	0	99	-2	-1	0	-0.3	-5	-1	2	-10
Cc1ccn2c(Nc3ccc4c(c3)OCO4)c(-c3ccccn3)nc2c1	-7	96	-6	-10	9	1.3	-21	-2	2	-2
CCOC(=O)C1CCN(CC(=O)c2ccc(O)c(C)c2O)CC1	3	101	-6	6	7	-1.6	-16	-3	-2	7
CC(C)(C)c1ccc(C(=O)NCC(=O)N/N=C/c2ccccc2OCC(=O)O)cc1	1	103	-10	-1	2	-0.8	-36	0	10	-11
Cc1ccc(-c2nnn(CC(=O)N(c3ccccc3)C(C(=O)NCC3CCCO3)c3ccc(F)cc3)n2)o1 (configuration not stated)	0	99	2	2	5	0.1	-36	3	-2	9
COC(=O)c1ccc2cc(F)cc(C)c2n1	6	92	1	7	8	nt	-27	2	nt	nt
Cc1cc(F)ccc1Oc1cc(NN2CCCCC2)c([N+](=O)[O-])cc1[N+](=O)[O-]	2	97	4	-5	-8	-0.9	-18	-3	14	-6
c1nc(N2CCCCCC2)c2[nH]cnc2n1	4	101	6	3	-8	-1.1	24	-8	17	2
CC(C)(O)C#Cc1ccc(C(=O)NC2CCCCC2)s1	4	81	0	7	-4	4.6	-70	3	-7	-1
CCOC(=O)c1c(/N=C/N(C)C)sc2c1CCC2	1	98	1	0	-1	-2.5	-6	-2	-5	0
Cc1cccc2c(SCC(=O)NCC3CCCO3)nc(-c3ccc(F)cc3)nc12 (configuration not stated)	0	90	6	1	-3	1.4	-4	1	-3	6
Cc1nc(N2CCN(c3ccccn3)CC2)c2c(C)c(C(=O)Nc3ccc(Cl)cc3)sc2n1	-5	100	-5	-3	12	-2.0	-33	1	4	-11
COC(=O)c1nnn(CC(=O)Nc2cccc(Cl)c2)c1C(=O)OC	0	98	-5	2	-5	-0.4	-19	2	4	-1
CCOc1ccc(C(=O)Nc2ccc(NC(=O)c3ccccc3)c(C)c2)cc1[N+](=O)[O-]	2	95	-11	3	-10	12*	8	-3	5	1
Cc1cccc(N2C(=O)N3[C@H](c4ccc(F)cc4)[C@@H]4C(=O)N(C5CCCCC5)C(=O)[C@@H]4[C@]3(Cc3ccccc3)C2=O)c1	3	98	6	-7	-4	-0.7	-22	78*	6	-1
Cc1ccc(CNC(=O)C2CCCN(S(=O)(=O)c3cccnc3)C2)cc1 (configuration not stated)	2	109	-1	-4	0	1.0	10	-1	17	4
Cc1c(NC(=O)CN(C)CC(=O)Nc2ccc(F)c(F)c2F)c(=O)n(-c2ccccc2)n1C	0	96	3	0	-6	-1.2	-22	2	3	-7
CCOc1ccccc1OCC(O)CNC (configuration not stated)	1	105	-13	7	-1	-1.4	nt	1	9	-5
CCN(CC(=O)Nc1c(F)cccc1F)C(=O)CNC(=O)c1cccc(C)c1	1	99	-7	3	9	-1.7	3	1	-3	-5
COc1cccc(CNC(=O)C(NS(=O)(=O)c2ccc3c(c2)CCN3C(C)=O)C(C)C)c1 (configuration not stated)	5	101	-1	-2	0	-1.4	-31	0	0	3
C/C(=N\Nc1nc2c(s1)CCCC2)c1ccccc1	-1	94	-10	-4	-6	-2.0	-27	-11	8	-8
COC(=O)C(NC(=O)c1ccccc1)=C(C)C	-2	101	-5	-4	-3	0.5	6	0	9	-11
Cc1cc(Cl)ccc1C(=O)C1CCCN(C(=O)c2cnn(C(C)C)c2)C1 (configuration not stated)	-5	97	0	-3	-1	-3.1	12	1	8	-4
Cc1ccc(-c2csc3ncnc(SCc4ccc(C(=O)O)cc4)c23)cc1	-7	95	-2	8	16	-0.9	-30	2	-10	nt
CCCNC(=O)COC(=O)c1ccc(S(=O)(=O)N2CCCC2)cc1	4	100	6	5	5	-0.7	-14	2	-3	5
COc1ccc(C(CC(=O)O)NC(=O)C(c2ccccc2)c2ccccc2)cc1 (configuration not stated)	1	97	-8	-2	3	-0.8	-5	1	0	-8
CCOc1ccc2oc(C(=O)OCC(=O)NC3CCCCC3)c(C)c2c1	-4	98	5	-7	-13	5.9	0	-1	2	-3

# Laid out differently: entries from further up.
C/C(=N\Nc1nc2c(s1)CCCC2)c1ccccc1
  m5-HT2A agonist: -1
  ABCB6 inh 2: 94
  NOD2-RIPK2 inh: -10
  ABHD5-PLIN5 inh: -4
  H9c2 protect: -6
  MC4R ag barr: -2.0
  NCOA2 inhibitor: -27
  Glyco luc inh: -11
  MC4R antag cAMP: 8
  TLR9-MyD88 inh: -8
COC(=O)C(NC(=O)c1ccccc1)=C(C)C
  m5-HT2A agonist: -2
  ABCB6 inh 2: 101
  NOD2-RIPK2 inh: -5
  ABHD5-PLIN5 inh: -4
  H9c2 protect: -3
  MC4R ag barr: 0.5
  NCOA2 inhibitor: 6
  Glyco luc inh: 0
  MC4R antag cAMP: 9
  TLR9-MyD88 inh: -11
Cc1cc(Cl)ccc1C(=O)C1CCCN(C(=O)c2cnn(C(C)C)c2)C1 (configuration not stated)
  m5-HT2A agonist: -5
  ABCB6 inh 2: 97
  NOD2-RIPK2 inh: 0
  ABHD5-PLIN5 inh: -3
  H9c2 protect: -1
  MC4R ag barr: -3.1
  NCOA2 inhibitor: 12
  Glyco luc inh: 1
  MC4R antag cAMP: 8
  TLR9-MyD88 inh: -4
Cc1ccc(-c2csc3ncnc(SCc4ccc(C(=O)O)cc4)c23)cc1
  m5-HT2A agonist: -7
  ABCB6 inh 2: 95
  NOD2-RIPK2 inh: -2
  ABHD5-PLIN5 inh: 8
  H9c2 protect: 16
  MC4R ag barr: -0.9
  NCOA2 inhibitor: -30
  Glyco luc inh: 2
  MC4R antag cAMP: -10
  TLR9-MyD88 inh: nt

# New compounds follow.
compound	m5-HT2A agonist	ABCB6 inh 2	NOD2-RIPK2 inh	ABHD5-PLIN5 inh	H9c2 protect	MC4R ag barr	NCOA2 inhibitor	Glyco luc inh	MC4R antag cAMP	TLR9-MyD88 inh
CCCNC(=O)c1onc(CSc2ccc(F)cc2)c1C(=O)NC(C)C	-5	99	-6	3	-1	-0.5	1	3	9	7
COC(CNC(=O)CCc1c(C)nc2c(-c3ccccc3)c(C)nn2c1C)OC	2	99	1	-2	8	-2.4	-15	1	12	-6
CC1Sc2ccc(S(=O)(=O)N3CCC(C(=O)N4CCN(C)CC4)CC3)cc2NC1=O (configuration not stated)	5	95	-9	-7	-3	-1.2	11	2	-3	-13
CC(C)Cn1c2nc3ccccc3nc2c2c(=O)n(CCN3CCOCC3)cnc21	1	96	-5	5	2	-0.3	12	3	0	-2
O=[N+]([O-])c1cc(-c2nc(-c3ccncc3)no2)ccc1Cl	7	96	2	8	10	-1.1	-11	0	39*	-3
O=C(NCCN1CCOCC1)C1CC(=O)N(c2cccc(C(F)(F)F)c2)C1 (configuration not stated)	4	102	-7	1	2	-1.9	-9	0	-5	6
Cc1cc(=O)c(C(=O)O)nn1-c1ccc(Cl)cc1	-3	97	-5	2	4	-2.2	-15	3	7	4
COc1ccccc1NC(=O)c1ccc(N2CC3CC(C2)c2cccc(=O)n2C3)c(NC(=O)c2cccnc2)c1 (configuration not stated)	3	100	-8	-3	1	-2.7	15	0	3	9
CCSc1nnc(-c2cccnc2)n1Cc1ccco1	2	95	-4	12	-5	-1.7	-22	2	-5	-3
CN(c1cccc(NC(=O)COc2ccc(Cl)cc2Cl)c1)S(C)(=O)=O	2	100	10	-2	-32	-3.3	-52	-6	4	-7
CC1CCCC(C)N1CCCNC(=O)CN1C(=O)COc2ccc(S(=O)(=O)N3CCOCC3)cc21 (configuration not stated)	1	100	-25	4	10	-1.2	-1	4	4	4
COc1cc(/C=N/O)ccc1Oc1ccc([N+](=O)[O-])cc1[N+](=O)[O-]	2	97	1	1	-13	-0.8	30	2	8	0
O=C(Nn1cnc2ccccc2c1=O)c1ccccc1Cl	2	94	-5	-7	-2	-0.5	-29	0	7	-3
N#CC1=C2SCN(Cc3ccco3)CN2C(=O)CC1c1cccc2ccccc12 (configuration not stated)	0	100	1	10	13	-3.3	9	1	6	-10
COc1ccc(/C(N)=N/OC(=O)CCC2CCCC2)cc1OC	1	99	-6	-11	-6	-1.4	-7	0	0	-2
CC(C)(C)c1ccc(/C=N/n2cnnc2)cc1	-1	93	-2	-4	6	-1.8	5	3	1	1
O=C(CSc1oc(-c2ccco2)nc1S(=O)(=O)c1ccccc1)NCC1CCCO1 (configuration not stated)	1	92	0	5	4	-0.2	9	-2	7	0
CN1C(=S)NC(C)(C)CC1(C)c1ccc(O)cc1O (configuration not stated)	0	99	-11	-3	-4	-3.6	-17	4	6	2
CCOC(=O)C1=C(CBr)NC(=O)NC1C (configuration not stated)	-3	97	3	2	3	-0.8	3	0	11	5
CC(OC(=O)/C=C/c1cccc(Cl)c1)C(=O)NC1CCCCC1C (configuration not stated)	0	99	4	3	-4	-1.2	-44	2	6	-10
FC(F)(F)c1cccc(OCCN2CCN(Cc3ccccc3)CC2)c1	-3	99	-3	7	-8	1.1	7	2	3	-6
CCOC(=O)c1c(-c2ccccc2)csc1NC(=O)C(C)NCc1ccco1 (configuration not stated)	-1	94	-8	-5	-4	1.7	3	3	18	-1
CCc1ccccc1Nc1nc2ccccc2n1C(C)C	-1	97	2	1	1	-2.1	-6	1	-8	-2
CC1=C(C(=O)OC(C)C)C(c2cccc(F)c2)n2ncnc2N1 (configuration not stated)	-2	97	-7	1	-5	0.4	-34	1	8	1

# Molecules listed so far that contain an aryl methoxy group:
compound	m5-HT2A agonist	ABCB6 inh 2	NOD2-RIPK2 inh	ABHD5-PLIN5 inh	H9c2 protect	MC4R ag barr	NCOA2 inhibitor	Glyco luc inh	MC4R antag cAMP	TLR9-MyD88 inh
COc1cccc(-c2ncc3ccccc3c2COC(=O)N(C)C)c1	-7	96	-7	-2	6	0.0	-10	-2	2	2
COc1cccc(CNC(=O)C(NS(=O)(=O)c2ccc3c(c2)CCN3C(C)=O)C(C)C)c1 (configuration not stated)	5	101	-1	-2	0	-1.4	-31	0	0	3
COc1ccc(C(CC(=O)O)NC(=O)C(c2ccccc2)c2ccccc2)cc1 (configuration not stated)	1	97	-8	-2	3	-0.8	-5	1	0	-8
COc1ccccc1NC(=O)c1ccc(N2CC3CC(C2)c2cccc(=O)n2C3)c(NC(=O)c2cccnc2)c1 (configuration not stated)	3	100	-8	-3	1	-2.7	15	0	3	9
COc1cc(/C=N/O)ccc1Oc1ccc([N+](=O)[O-])cc1[N+](=O)[O-]	2	97	1	1	-13	-0.8	30	2	8	0
COc1ccc(/C(N)=N/OC(=O)CCC2CCCC2)cc1OC	1	99	-6	-11	-6	-1.4	-7	0	0	-2

# This is a subset; the hit share may differ from the screen's.
